Screening data (PubChem BioAssay)
FAK blocker = FAK kinase inhibitors, primary screen, biochemical; Focal adhesion kinase 1 (Homo sapiens), Q05397; biochemical FAK kinase activity assay; inhibition, %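 (tested at 7 µM)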; 0.84% of 97,000 active; in the data active = inhibition above about 19%;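 note: 0% = DMSO and 100% = reference compound high control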
S1P2 blocker = human S1P2 receptor antagonists, primary screen, cell-based. inhibition, % at 5 µM. cell-based S1P2 antagonist assay, inhibition at 5 uM. 0.21% of 97,000 active. AID 736, 2007; in the data active = inhibition above about 45%;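 note: CRE beta-lactamase reporter cells expressing human S1P2 stimulated with S1P; 0% = agonist at EC80 alone and 100% = agonist plus reference antagonist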
PostGolgi yeast = phenotypic screen on post-Golgi transport, primary screen; AID 739, 2007; 0.9% of 98,000 active; post-Golgi transport phenotypic cell assay; inhibition, % at 10 µM;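 note: yeast cells grown in 1536-well plates; yeast grown about 18 h at 30C before absorbance read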
PostGolgi ctrl = growth inhibition of yeast control strain, primary screen, counter-screen for post-Golgi transport modulator project | efflux-deficient yeast background strain, growth absorbance A615, 16 h | inhibition, % at 10 µM | 5% of 98,000 active | AID 738, 2007
LYP act = LYP phosphatase activators, primary screen, biochemical, DiFMUP fluorescence, 2 µM. Tyrosine-protein phosphatase non-receptor type 22 (Homo sapiens), Q9Y2R2. recombinant LYP; 0 = plate median, 100 = signal doubled. activation, % at 2 µM. 0.11% of 96,000 active. AID 697, 2007;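 active = activation at 2 µM above a set limit, the mean plus 5 SD, cut at about 37% in these data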
Target sequence (Q9Y2R2 whole entry, looked up): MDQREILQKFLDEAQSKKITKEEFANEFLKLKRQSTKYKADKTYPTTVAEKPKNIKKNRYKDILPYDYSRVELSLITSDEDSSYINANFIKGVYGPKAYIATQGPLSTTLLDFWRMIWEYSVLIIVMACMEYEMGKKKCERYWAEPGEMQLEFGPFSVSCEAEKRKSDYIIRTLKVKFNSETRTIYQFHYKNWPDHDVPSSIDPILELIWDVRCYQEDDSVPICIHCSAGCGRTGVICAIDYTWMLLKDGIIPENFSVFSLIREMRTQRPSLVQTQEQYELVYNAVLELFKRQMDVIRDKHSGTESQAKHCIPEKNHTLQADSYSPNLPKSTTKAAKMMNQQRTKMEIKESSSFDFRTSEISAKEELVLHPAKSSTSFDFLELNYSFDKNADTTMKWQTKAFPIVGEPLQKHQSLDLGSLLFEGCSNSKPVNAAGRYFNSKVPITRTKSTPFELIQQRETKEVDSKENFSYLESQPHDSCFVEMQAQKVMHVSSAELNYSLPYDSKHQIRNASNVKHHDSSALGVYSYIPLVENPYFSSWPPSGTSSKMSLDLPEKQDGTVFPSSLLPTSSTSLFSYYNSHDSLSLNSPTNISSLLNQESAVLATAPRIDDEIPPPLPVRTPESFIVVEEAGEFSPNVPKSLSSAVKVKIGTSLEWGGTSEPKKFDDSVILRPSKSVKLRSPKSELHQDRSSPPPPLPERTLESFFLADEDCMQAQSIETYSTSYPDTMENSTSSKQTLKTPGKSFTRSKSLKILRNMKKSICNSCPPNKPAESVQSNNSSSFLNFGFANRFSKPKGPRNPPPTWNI
PTPN22 inh 2 = PTPN22 phosphatase inhibitors, primary screen, biochemical, DiFMUP fluorescence, 2 µM | Tyrosine-protein phosphatase non-receptor type 22 (Homo sapiens), Q9Y2R2 | recombinant LYP catalytic domain | inhibition, % at 2 µM | 0.21% of 96,000 active;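 active = inhibition at 2 µM at or above a set limit, the screen mean plus 3 SD, cut at about 24% in these data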;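 note: 0% = DMSO with enzyme and 100% = enzyme fully blocked by orthovanadate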
EphB4 ephrin blk = EphB4-ephrin-B2 interaction antagonists, primary screen, biochemical, TNYL-RAW peptide probe, fluorescence polarization | 0.15% of 97,000 active | inhibition, % at 7 µM | EphB4 LBD / TNYL-RAW-Alexa532 peptide;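 active = inhibition above the screen-wide mean inhibition plus 3 SD, cut at about 15% in these data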;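 note: 0% = DMSO wells and 100% = excess unlabeled TNYL-RAW peptide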
S1P2 ag = S1P2 receptor agonists, primary screen, cell-based. 0.46% of 97,000 active. S1P2-expressing cell line, agonist reporter read-out. activation, % at 4.5 µM. Sphingosine 1-phosphate receptor 2 (Homo sapiens), O95136; in the data active = activation above about 16%;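 note: 0% = vehicle low control and 100% = maximal reference agonist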
Rev-RRE block = HIV-1 Rev-RRE binding inhibitors, primary screen, biochemical, FRET, protein-RNA interaction; Rev peptide-RRE RNA binding; inhibition, % at 8 µM; 0.79% of 97,000 active; AID 704, 2007;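 active = inhibition above the screen-wide mean plus 3 SD, cut at about 35% in these data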;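 note: 0% = median DMSO wells and 100% = median Neomycin B control wells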
Target sequence (P05866 whole entry, looked up): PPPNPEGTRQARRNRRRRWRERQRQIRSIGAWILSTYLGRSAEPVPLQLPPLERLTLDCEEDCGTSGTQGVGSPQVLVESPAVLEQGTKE
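Assay system: Rev peptide and RRE RNA, both fluorescently labelled; times: 5 min preincubation and 15 min binding, 25 °C; detection: FRET, ex 480 nm, em 540 and 671 nm; read-out basis: % inhibition from 671/540 nm acceptor-to-donor ratio, scaled between controls; benchmarks: DMSO low control, neomycin B high control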
* = called active by the depositor; . = no result given; [ ] = remark or other dose. Cut-off read from the data, not from the text of the source, unless noted: active = inhibition above about 30%; inactive = the rest. The list is partial; the hit share may differ from the screen's.

SMILES	FAK blocker	S1P2 blocker	PostGolgi yeast	PostGolgi ctrl	LYP act	PTPN22 inh 2	EphB4 ephrin blk	S1P2 ag	Rev-RRE block
CCN(CC)c1ccc(N=Cc2c(O)n(Cc3ccccc3)c(=O)[nH]c2=O)cc1	-7	-8	-4	2	-9	10	9	-8	33
N#Cc1ccc(N2CCNCC2)c(F)c1	-3	6	21	8	-3	1	2	-3	20
Cn1c(=O)cc(OCC(=O)N2CCN(Cc3ccc4c(c3)OCO4)CC2)c2ccccc21	0	-4	-4	5	0	0	-4	-4	5
Cc1ccc(N(C)C(=O)Oc2cccc3cccnc23)cc1	0	-5	1	-2	0	-2	-6	1	0
O=C(c1cc(-c2ccccc2)nc2ccccc12)N1CCC2(CC1)OCCO2	1	17	-3	15	-8	7	-3	-3	3
Cc1cc(OCc2ccc([N+](=O)[O-])cc2)c2c3c(c(=O)oc2c1)CCCC3	5	8	1	0	-8	12	1	-1	13
CCN1CCN(Cc2cc(C(C)(C)C)c(O)c(C(C)(C)C)c2)CC1	2	-3	-4	6	-2	5	-4	-3	2
CCCC1C(C#N)=C(N)Oc2c1c(=O)oc1ccccc21 (stereo not drawn)	0	-9	.	.	1	0	2	-2	10
CN1CCN(Cc2ccc(OC(F)(F)F)cc2)CC1	-2	-26	-6	5	7	-5	-2	-1	4
CCCCCCn1c(O)c(C=NCCCn2ccnc2)c(=O)[nH]c1=O	2	-22	-6	4	12	-11	11	-2	22
O=c1[nH]c(=O)n(-c2cccc3ccccc23)c(O)c1C=NCc1ccc2c(c1)OCO2	0	-1	-1	20	9	-11	-1	0	2
CCOc1ccc(Br)c(C2(O)CC(C)N(C)CC2C)c1 (stereo not drawn)	-5	21	0	4	-8	5	3	-2	4
Cc1ccc2c(c1)CC1(CN2C)C(=O)NC(=O)N(CCc2ccccc2)C1=O (stereo not drawn)	-2	16	9	37*	7	-4	-7	-3	2
Oc1ccc(CC2CC3CCN2CC3)cc1O (stereo not drawn)	-3	14	-1	-7	-12	9	2	-1	7
S=C1CN=C(c2ccccc2Cl)c2cc(Cl)ccc2N1	0	-7	.	.	-7	8	0	-5	3
Cc1ccc(S(=O)(=O)CC(C)(O)C(=O)Nc2cccc(C(F)(F)F)c2)cc1 (stereo not drawn)	-2	3	7	2	-12	14	0	-9	12
O=C(Cc1ccccc1)N1CCN(C/C=C/c2ccccc2)CC1	2	-4	-7	11	3	-2	-3	1	4
Cc1ccc2c(c1)C1CN(C)CCC1N2C(=O)Nc1cccc(Cl)c1 (stereo not drawn)	0	6	0	4	6	-3	-7	-6	-7
O=C(Nc1cccc(OC(=O)N2CCCCC2)c1)N1CCCCC1	-4	14	9	3	-8	5	-7	-8	3
COCCCNC(=O)c1c(NC(=O)c2ccccc2)n(Cc2ccccc2)c2nc3ccccc3nc12	1	1	.	.	0	4	-7	-4	30
CCN(CC)CCCN=C(C)c1c(O)n(-c2ccccc2)c(=O)[nH]c1=O	0	14	-3	12	10	-10	-1	-2	9
CN1CCN(c2ncnc3ccc(Br)cc23)CC1	4	-13	4	7	-8	8	-4	-5	1
CC1=NN(c2ccccc2)C(=O)C1/C=C1/C(=O)NC(=O)N(c2cccc(C)c2)C1=O (stereo not drawn)	1	18	12	-4	6	-2	4	-4	9
CCCCCCOc1ccc(CN2CCN(CCO)CC2)cc1	-12	16	89*	31*	-5	4	2	-5	4
COc1ccccc1N1CCN(Cc2ccccc2Cl)CC1	-5	8	-4	7	-4	4	-8	-1	3

Among those listed so far, these have bromine:
SMILES	FAK blocker	S1P2 blocker	PostGolgi yeast	PostGolgi ctrl	LYP act	PTPN22 inh 2	EphB4 ephrin blk	S1P2 ag	Rev-RRE block
CCOc1ccc(Br)c(C2(O)CC(C)N(C)CC2C)c1 (stereo not drawn)	-5	21	0	4	-8	5	3	-2	4
CN1CCN(c2ncnc3ccc(Br)cc23)CC1	4	-13	4	7	-8	8	-4	-5	1

Going on with the list:
SMILES	FAK blocker	S1P2 blocker	PostGolgi yeast	PostGolgi ctrl	LYP act	PTPN22 inh 2	EphB4 ephrin blk	S1P2 ag	Rev-RRE block
C[C@H]1CCC[C@H](O)CCCCCc2cc(O)cc(O)c2C(=O)O1	4	5	0	5	4	-6	7	-13	7
CCC(=NC1CCN(Cc2ccccc2)CC1)c1c(O)[nH]c(=O)[nH]c1=O	0	8	4	14	14	-16	1	0	7
COCCCNC(=O)c1c(NC(=O)c2ccco2)n(Cc2ccccc2)c2nc3ccccc3nc12	9	18	3	8	-6	4	4	1	14
CCC(=NCc1cccnc1)c1c(O)n(Cc2ccccc2)c(=O)[nH]c1=O	-2	-7	6	0	4	-2	-8	-5	2
CC(=O)c1c(O)n(C2CCCCCC2)c(=O)[nH]c1=O	-3	12	2	20	-7	6	-2	-3	8
CSc1nnc([C@@H](N)Cc2ccccc2)o1	1	16	4	-2	9	-11	3	1	9
O=C1C(c2ccccc2)=C(N2CC2)c2ccccc21	4	-5	0	12	-2	6	-2	-8	0
Cc1nc2cc(-c3ccc(Cl)cc3)nn2c(C)c1CCC(=O)N1CCC2(CC1)OCCO2	-3	-3	.	.	-3	6	-4	-1	-3
CCC(CO)Nc1ccc([N+](=O)[O-])c2cccnc12 (stereo not drawn)	4	-14	0	-6	-7	9	0	-7	4
C=CCNC(=O)c1c(N)n(CCN2CCOCC2)c2nc3ccccc3nc12	-4	-6	-1	21	-3	6	-3	1	1
CCCCn1c(O)c(C(CC)=Nc2ccc(C(=O)O)cc2)c(=O)[nH]c1=O	-1	5	2	13	2	-8	7	-3	8
Cc1ccc(C(=O)Nc2ccc(Cl)cc2C(=O)c2ccccc2)cc1	0	15	.	.	-2	4	-9	-9	5
CC(=O)NC(=O)NC(C)Cc1ccccc1 (stereo not drawn)	3	-15	-6	17	-11	13	-3	-2	0
O=P1(Nc2ccc(F)cc2)COc2ccccc2OC1	-2	13	9	3	4	-8	8	-1	11
CCN1CCC(O)(c2ccccc2)C(C(=O)c2ccccc2)C1 (stereo not drawn)	1	-9	.	.	5	-6	3	-7	11
C[N+]12CCC(CC1)C(C(O)(c1ccccc1)c1cccs1)C2 (stereo not drawn)	-4	7	-12	6	15	-10	-8	0	1
CCn1c(O)c(C=Nc2ccc(N3CCOCC3)cc2)c(=O)n(CC)c1=S	7	26	1	7	-5	4	16*	-11	98*[fluorescence artefact?]
CCCCN1C(=O)NC(=O)C2(Cc3c(nc4c(C)cccn4c3=O)N3CCc4ccccc4C32)C1=O (stereo not drawn)	2	11	1	39*	-7	10	5	-7	2
CC1(C)CC(n2[nH]c(=O)c3c2NC(=O)CSC3c2ccccc2)CCO1 (stereo not drawn)	-1	11	-2	-6	-4	1	-5	-4	0
Cc1ccc(-n2c(O)c(C=NC3CCCCC3N)c(=O)[nH]c2=O)cc1C (stereo not drawn)	1	17	10	-3	-9	6	1	-6	8
Fc1ccc(NC2=NCCS2)cc1Cl	-2	-14	23	5	7	-10	-12	1	-2
CCOC(=O)C(NC(=O)CC)(Nc1ccc(C(O)(C(=O)OCC)C(F)(F)F)cc1C)C(F)(F)F (stereo not drawn)	-1	-13	22	-6	15	-9	-7	-9	-6
CCC(=O)OC1(c2cccc(C)c2)CC(C)N(C)CC1C (stereo not drawn)	0	29	17	7	-12	10	-2	-6	4
Cn1ccnc1P(=S)(c1nccn1C)N1CCOCC1	6	11	-1	-5	0	0	11	-1	15
CC1CN=C(Nc2ccc(N(C)C)cc2)S1 (stereo not drawn)	-1	18	4	8	-3	0	-4	-6	2
CCOC(=O)C(NC(C)=O)C(OC(C)=O)c1cccc(N(CCCl)CCCl)c1 (stereo not drawn)	2	-13	.	.	-8	7	5	-5	6
O=C(c1cccn2c(=O)c3cc(Cl)ccc3nc12)N1CCC2(CC1)OCCO2	3	9	-2	11	-2	6	1	-5	2

One compound at a time, as listed above. Screens in order: FAK blocker, S1P2 blocker, PostGolgi yeast, PostGolgi ctrl, LYP act, PTPN22 inh 2, EphB4 ephrin blk, S1P2 ag, Rev-RRE block
`O=P1(Nc2ccc(F)cc2)COc2ccccc2OC1` is listed as -2, 13, 9, 3, 4, -8, 8, -1, 11
`Cc1nc2cc(-c3ccc(Cl)cc3)nn2c(C)c1CCC(=O)N1CCC2(CC1)OCCO2` is listed as -3, -3, ., ., -3, 6, -4, -1, -3

Grouped by structure: the entries above with a cyano group (2)
SMILES	FAK blocker	S1P2 blocker	PostGolgi yeast	PostGolgi ctrl	LYP act	PTPN22 inh 2	EphB4 ephrin blk	S1P2 ag	Rev-RRE block
N#Cc1ccc(N2CCNCC2)c(F)c1	-3	6	21	8	-3	1	2	-3	20
CCCC1C(C#N)=C(N)Oc2c1c(=O)oc1ccccc21 (stereo not drawn)	0	-9	.	.	1	0	2	-2	10
